Mcl1 Noxa PPI: disrupts binding of human Mcl-1 to Noxa peptide | Q07820 | TR-FRET Mcl-1/Noxa peptide binding, 2 h | inhibition, % at 21.7 µM | 220,000 tested, 1.5% active;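 active means compounds that cut the protein-peptide binding signal by more than 50% relative to plate controls in a single-dose test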;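 further: His-tagged Mcl-1 with rhodamine Noxa BH3 peptide and terbium anti-His antibody; 0% = Mcl-1 plus Noxa peptide wells and 100% = peptide-only wells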
Target sequence (Q07820 whole entry, looked up): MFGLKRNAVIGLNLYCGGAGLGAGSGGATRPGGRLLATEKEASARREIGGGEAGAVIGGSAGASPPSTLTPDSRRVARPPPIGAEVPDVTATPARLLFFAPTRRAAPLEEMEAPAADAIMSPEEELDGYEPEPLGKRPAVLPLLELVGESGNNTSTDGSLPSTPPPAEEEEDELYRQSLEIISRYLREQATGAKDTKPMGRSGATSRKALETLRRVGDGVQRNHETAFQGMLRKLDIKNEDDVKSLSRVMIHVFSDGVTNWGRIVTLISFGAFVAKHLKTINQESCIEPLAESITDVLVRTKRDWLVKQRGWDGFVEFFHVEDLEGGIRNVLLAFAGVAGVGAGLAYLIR
Mcl1-Bid inh: Mcl-1/Bid interaction inhibition. Q07820. TR-FRET Mcl-1/Bid-Dy647 peptide binding, 1536-well. inhibition, % at 21.7 µM. 220,000 tested, 0.97% active. AID 1021;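 active means compounds that cut the binding signal by more than half at the single screening dose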;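 further: His-tagged Mcl-1 with europium anti-His antibody binding Bid BH3 peptide; 0% = Mcl-1 plus peptide wells and 100% = peptide-only wells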
Avidin fluor: compound fluoresces at 488/530 nm on avidin beads; 220,000 tested, 0.38% active; fluorescence (KMESF) at 10 µM; compound fluorescence 488/530 nm, flow cytometry; stronger effect = higher value; in the data active means fluorescence above about 47; further: inactives centre near 10
Bim-Mcl-1: inhibitors of Bim-Mcl-1 interaction, human; Q07820; Bead-based flow cytometry, Bim peptide-Mcl-1 binding; inhibition, % at 10 µM; 190,000 tested, 0.1% active; AID 1009; in the data active means inhibition above about 40%;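 further: 0% = no compound tracer wells and 100% = peptide blocker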
Pf gametocyte: kills late stage P. falciparum gametocytes; 150,000 tested, 0.065% active; P. falciparum stage V gametocytes, ATP luminescence, 24 h; inhibition, % at 10.9 µM;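 active means inhibition above the mean plus 3 SD of compounds within the control limits, set per campaign, cut at about 38% in these data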;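 further: 0% = DMSO wells and 100% = medium only without gametocytes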
Cdc42 wt GTP: modulators (inhibitors or activators) of GTP binding to human Cdc42 wildtype; P60953; GST-Cdc42 beads, Bodipy-GTP binding, flow cytometry; actives lie on both sides; percent activity (GTP binding), % at 10 µM; 190,000 tested, 0.2% active;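 active means percent activity GTP binding at least 20 points away from the 100% baseline, either down as inhibitor or up as activator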;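 further: median bead fluorescence of bound Bodipy-FL-GTP at 100 nM; 0% = excess unlabeled GTP control and 100% = no compound control; below 100% means less GTP binding so inhibitor and above means activator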
Target sequence (P60953 whole entry, looked up): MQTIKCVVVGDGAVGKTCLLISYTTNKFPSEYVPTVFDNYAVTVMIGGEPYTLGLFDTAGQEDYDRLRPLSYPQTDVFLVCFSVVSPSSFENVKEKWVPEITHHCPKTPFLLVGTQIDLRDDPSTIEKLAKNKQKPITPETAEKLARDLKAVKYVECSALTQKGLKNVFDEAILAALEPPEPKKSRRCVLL
Rac1 act GTP bind: human Rac1 activated mutant GTP binding change. P63000. GST-Rac1 activated beads, fluorescent GTP binding, flow cytometry; actives lie on both sides; 100% means binding = to untreated wells. percent activity (GTP binding), % at 10 µM. 190,000 tested, 0.11% active;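 active means GTP binding at least 20 percentage points away from the 100% baseline, in either direction, so actives lie on both sides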
Rac1 wt modul: modulators of human Rac1 wildtype GTP binding | P63000 | GST-Rac1 beads, fluorescent GTP binding, flow cytometry; actives lie on both sides; 0 = cold GTP competed, 100 = untreated | GTP binding activity (% of control), % at 10 µM | 190,000 tested, 0.27% active | AID 757;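 active means GTP binding activity at least 20 points away from the 100% control level, either lower or higher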
HRas wt GTP: changes GTP binding to wildtype human HRas | AID 759 | GTP binding activity, % at 10 µM | GST-Ras wt beads, Bodipy-FL-GTP binding, flow cytometry; actives lie on both sides | 190,000 tested, 0.14% active;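 active means GTP binding activity at least 20% away from the 100% baseline, either lowered as inhibitor or raised as activator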;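 further: 0% = unlabeled GTP competition control and 100% = no-compound control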
Target sequence (P01112 whole entry, looked up): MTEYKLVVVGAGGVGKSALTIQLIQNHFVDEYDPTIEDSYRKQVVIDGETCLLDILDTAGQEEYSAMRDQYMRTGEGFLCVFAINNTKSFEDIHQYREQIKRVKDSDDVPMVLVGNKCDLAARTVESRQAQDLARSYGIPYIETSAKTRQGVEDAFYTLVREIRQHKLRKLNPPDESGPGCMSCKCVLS
Rab7 wt GTP bind: modulators of GTP binding to dog Rab7 wildtype GTPase; GTP binding activity (percent of control), % at 10 µM; 190,000 tested, 0.055% active; GST-Rab7 beads, fluorescent GTP binding, flow cytometry; actives lie on both sides; untreated = 100%, excess cold GTP = 0%;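 active means fluorescent GTP binding to Rab7 beads changed by at least 20 points from the 100% baseline, either direction, mostly lower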;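 further: median green fluorescence of bound Bodipy-FL-GTP per Rab7 bead population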
Rab2 wt GTP: changes GTP binding to wildtype dog Rab2A, up or down; AID 760; 190,000 tested, 0.19% active; GTP binding activity, % at 10 µM; P61105; GST-Rab2 wt beads, Bodipy-GTP binding, flow cytometry;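 active means GTP binding activity at least 20 points away from 100%, either lowered or raised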;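 further: 0% = beads with excess unlabeled GTP and 100% = no-compound control corrected for plate trend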
* hit, by the source's call; · = not tested or not shown.

SMILES	Mcl1 Noxa PPI	Mcl1-Bid inh	Avidin fluor	Bim-Mcl-1	Pf gametocyte	Cdc42 wt GTP	Rac1 act GTP bind	Rac1 wt modul	HRas wt GTP	Rab7 wt GTP bind	Rab2 wt GTP
O=C(c1cc(-c2ccccc2)nc2ccccc12)N1CCc2ccccc2C1	12	-5	15	-24	-10	104	104	114	108	106	107
COc1ccc(C2Nc3ccccc3C(=O)N2Cc2ccco2)cc1COc1ccc([N+](=O)[O-])cc1 (centres undefined)	-7	-11	8	2	14	107	100	105	105	103	105
COc1cc(Cl)cc(C2NC(=O)NC(C)=C2C(=O)NCc2ccccc2)c1O (centres undefined)	-1	-9	11	-3	·	100	99	104	100	98	96
Cc1c(C(=O)OCCOc2ccccc2)[nH]c2c1C(=O)CCC2	-18	-25	9	4	-15	101	98	101	98	98	98
Cc1c[n+](C)ccc1CC1C([N+](=O)[O-])=C[N-]c2ncnn21 (centres undefined)	2	-8	7	-2	-14	98	94	101	100	105	100
COc1cc2oc3ccccc3c2cc1N(CC(=O)N(C)C)S(=O)(=O)c1ccc(C)cc1	-5	17	4	-4	-13	102	100	104	99	98	100
Cc1c(CN(C)C(=O)/C=C/c2ccc([N+](=O)[O-])cc2)cnn1C	6	3	11	-14	8	100	99	103	96	98	98
O=C(CSc1nc(N2CCCCC2)nc(N2CCCCC2)n1)Nc1nccs1	6	-15	5	-4	13	99	97	97	97	97	96
CCOc1ccc(N(CC(=O)NC(C)CC)S(=O)(=O)c2c(C)noc2C)cc1 (centres undefined)	-20	-23	4	-2	·	104	98	105	100	98	98
CCOc1ccc(CNC(=O)CCn2c(=O)oc3ccccc32)cc1OC	-6	-3	14	-4	·	102	100	103	103	104	104
CC(CN1CCN(C)CC1)OC(=O)c1ccccc1 (centres undefined)	29	27	8	-3	·	102	99	104	104	102	102
CSc1nc(-c2ccccc2)nc(N2CCOCC2)c1C(C)=O	4	6	23	0	-4	98	95	96	96	86	96
CC(C)C[C@H](NC(=O)OC(C)(C)C)c1nnc(SCC(=O)Nc2ccc(Br)cc2)o1	-5	-9	13	-4	-13	101	95	104	102	104	102
S=C(c1ccc(Cl)cc1)N1CCN(Cc2ccccc2)CC1	16	-11	8	1	·	97	98	98	96	90	91
COCCn1cnnc1SCC(=O)Nc1cccc(S(=O)(=O)N(C)c2ccccc2)c1	9	-6	11	0	17	102	96	100	97	98	100
CCC(C)NCCOCCOc1ccccc1-c1ccccc1 (centres undefined)	-1	-6	9	0	·	105	103	106	106	105	105
CC1(C)CC2CC(C)(CN2C(=S)Nc2ccccc2F)C1 (centres undefined)	4	-26	9	-2	-4	96	97	98	101	101	99
Cc1nnc(-c2cnn(C)c2N)n1Cc1ccccc1F	4	-42	6	-5	·	96	97	96	101	100	99
CCn1c(SCc2ccccc2)nc2c(c1=O)SCC2	-7	-47	5	1	22	97	96	97	96	94	97
CC(C)Cn1c(N)c(C(=O)COC(=O)c2cc(-c3ccccc3)nc3ccccc23)c(=O)n(C)c1=O	7	10	9	-1	-3	105	98	105	106	103	101
Cc1ccccc1C(CC(=O)c1cccs1)C(C#N)C#N (centres undefined)	17	-8	12	0	-3	95	96	97	98	96	98
Cc1cc2cc(CNC(=O)Nc3ccccc3)ccc2n1C	-3	-39	7	-4	-11	99	99	103	100	94	101
O=C(Nc1cc2c3c(c1)C1CCCC1CN3CC1CCCC21)c1ccc([N+](=O)[O-])cc1 (centres undefined)	46	-29	11	0	1	98	95	97	97	97	97
CCN1C(=O)c2cccc3c(S(=O)(=O)Nc4ccccc4OC)ccc1c23	21	75*	12	-5	10	90	91	88	91	90	89
COCCNC(=O)C(c1ccc(O)cc1)N(Cc1ccco1)C(=O)CCC(=O)Nc1nccs1 (centres undefined)	-11	-3	4	0	-14	106	101	105	101	100	103
CC(C)CNC(=O)c1ccccc1NC(=O)/C=C/c1cccc([N+](=O)[O-])c1	26	-26	34	-3	14	105	99	105	101	100	100
NC(=O)C1CCN(C(=O)C2c3ccccc3C(=O)N3CCc4ccccc4C23)CC1 (centres undefined)	-11	-1	30	1	-31	102	100	106	98	99	100
CC(C)(C)c1nnc(NC(=O)c2ccc(Cl)nc2)s1	18	1	9	1	9	99	95	99	96	94	96
COC1=C/C(=C/c2c(N)n3cc(C)sc3nc2=O)C=CC1=O	12	-74	24	1	-7	99	99	101	100	101	97
O=C(NC(=S)Nc1ccc(N2CCN(C(=O)c3ccccc3)CC2)cc1)c1cccs1	17	-26	9	2	-23	99	93	96	97	92	92
O=C(Nc1ccc(NC(=O)c2ccccc2)nc1)c1ccncc1	2	-32	12	-3	·	95	94	96	97	102	96
CCN1C(=O)C(CC(=O)Nc2ccc(Br)cc2)N(CCCc2ccccc2)C1=S (centres undefined)	12	8	13	2	·	97	96	96	95	100	98
O=C(OCc1ccccc1F)c1ccc2c(c1)-c1ccccc1C2=O	14	-28	12	-3	·	98	99	100	99	96	99
O=C(/C=C/c1ccco1)N1CCN(c2ncccn2)CC1	13	-60	3	-6	11	98	103	103	98	98	99
COc1cccc(C(=O)NCC(=O)N/N=C/c2cn[nH]c2-c2ccccc2)c1	-10	-11	24	-19	5	92	93	95	95	97	92
COc1cc(Cn2c(=O)oc3ccc(C)cc32)ccc1OC(C)C	-19	-7	5	-2	·	102	98	108	102	99	102
COc1ccc(-c2nnc(SCc3c(C)noc3C)o2)cc1	-3	-7	12	2	8	99	99	101	100	105	101
C#CC1(NC(=O)NC(C)C)CCCCC1	8	-10	21	0	1	104	97	101	101	106	103
O=C(OCn1nnc2ccccc2c1=O)c1ccc(Br)o1	-19	-9	6	-3	3	100	98	102	98	99	99
CCc1ccc(NC(=S)Nc2cccc(OC)c2)cc1	16	-35	6	-1	·	104	100	109	101	106	105
Cc1cccc2cc(CN(Cc3ccco3)C(=O)NC3CCCCC3)c(=O)[nH]c12	-12	-14	39	-4	9	104	100	99	104	97	106
O=C(CN(C1CCCCC1)S(=O)(=O)c1ccc(Cl)cc1)N1CCOCC1	-8	-37	25	-2	-7	101	98	107	101	99	98
Cc1ccc(-c2nc3cc(NC(=O)C(C)C)ccc3o2)cc1C	-11	7	39	3	12	101	98	102	99	103	101
Nc1ccc(-c2ccc(N)c([N+](=O)[O-])c2)cc1[N+](=O)[O-]	51*	15	22	2	0	101	94	95	98	108	100
COCCCNC(=O)CCSc1ccc(C)cc1	4	-1	2	1	16	97	100	101	100	98	96
O=C(Nc1ccc2nccnc2c1)c1cnccn1	-1	-16	11	2	·	103	102	108	104	102	105
Cc1ccc(C(NC(=O)C2CCCCC2)c2c(O)ccc3ccccc23)cc1 (centres undefined)	1	-6	13	-3	8	98	98	96	97	94	98
S=c1[nH]nc(COc2ccccc2)n1/N=C/c1cccnc1	5	-28	13	-7	33	98	97	96	96	95	97
Cc1cc(O)cc(O)c1-c1onc(C(F)(F)F)c1-c1cscn1	-2	-34	7	-4	·	97	94	96	95	94	95
COc1cccc(NC(=S)N(CCCN2CCOCC2)C(C)c2cc3cccc(OC)c3o2)c1 (centres undefined)	12	-34	11	·	-5	98	97	98	97	92	95
COC(=O)c1cccc(NC(=O)CN2CCN(c3ccc(OC)cc3)CC2)c1	15	-34	7	0	-1	98	98	99	96	92	94
CN(c1ccccc1)S(=O)(=O)c1cc(C(=O)c2nccn2C)ccc1Cl	-8	35	7	-1	-5	106	100	102	103	95	103
Cc1ccc(C(C(=O)NC(C)(C)C)N(Cc2cccnc2)C(=O)C(=O)NC2CCCCC2)o1 (centres undefined)	26	-26	12	0	-25	98	95	103	99	98	97
CCOc1cccc(SCc2noc(C(=O)NC(C)C)c2C(=O)O)c1	22	1	11	-3	20	96	94	95	97	98	97
Cc1nn(CC(=O)NCc2ccccc2)c(C)c1[N+](=O)[O-]	·	-4	9	-2	·	96	94	92	98	98	98
O=C(NCCCNCc1ccccc1)c1ccc(/C=N/O)nc1	4	-26	22	-5	-11	106	100	107	100	98	101
Cc1ccc(C(C)C)c(OCC(=O)Nc2ccccc2N2CCN(C)CC2)c1	3	-12	10	-3	-6	98	98	101	100	103	100
Cc1occc1C(=O)Nc1ccc2c(c1)OCCO2	-3	-28	12	0	-35	96	98	97	98	100	97
O=C(CN(Cc1ccco1)C(=O)c1nsc(Cl)c1Cl)NC1CCCCC1	-6	-12	7	0	5	98	99	98	94	96	96
CCN(CC)C(=O)c1sc(NC(=O)Cc2ccccc2)c(C#N)c1C	18	3	20	-4	·	98	95	102	99	96	97

Additional structures:
SMILES	Mcl1 Noxa PPI	Mcl1-Bid inh	Avidin fluor	Bim-Mcl-1	Pf gametocyte	Cdc42 wt GTP	Rac1 act GTP bind	Rac1 wt modul	HRas wt GTP	Rab7 wt GTP bind	Rab2 wt GTP
COc1ccc(NC(=O)CCCn2c(=O)c3sccc3n(Cc3cccc(C)c3)c2=O)cc1	-1	5	9	-7	-26	97	98	102	98	98	95
CC(C)COC(=O)C1C(=O)CC(C)(O)C(C(=O)OCC(C)C)C1c1cccnc1 (centres undefined)	11	-8	8	0	-16	103	102	108	105	101	104
O=C(C(=O)N1CCc2ccccc2C1)c1cn(CC(=O)N2CCOCC2)c2ccccc12	-8	-10	13	-5	10	101	99	103	100	100	100
CCc1nc(N)c(C#N)c(-c2cccc3ccccc23)c1C	-18	-3	29	-2	11	97	95	101	94	94	94
CNC(=O)C12CC3CC(CC(Cl)(C3)C1)C2	3	1	12	-3	-5	103	102	108	103	103	103
COc1cccc(/C=N/NC(=O)C(=O)NCc2ccco2)c1O	-33	-74	9	0	·	100	99	100	99	97	100
COc1cc(OC)c(NC(=O)CCNS(=O)(=O)c2cc(Br)cnc2N)cc1Cl	1	16	13	0	-62	101	99	100	97	97	96

5 of these compounds, reformatted.
Below each SMILES – Mcl1 Noxa PPI | Mcl1-Bid inh | Avidin fluor | Bim-Mcl-1 | Pf gametocyte | Cdc42 wt GTP | Rac1 act GTP bind | Rac1 wt modul | HRas wt GTP | Rab7 wt GTP bind | Rab2 wt GTP
CCOc1ccc(CNC(=O)CCn2c(=O)oc3ccccc32)cc1OC
    -6 | -3 | 14 | -4 | · | 102 | 100 | 103 | 103 | 104 | 104
CC(CN1CCN(C)CC1)OC(=O)c1ccccc1 (centres undefined)
    29 | 27 | 8 | -3 | · | 102 | 99 | 104 | 104 | 102 | 102
CSc1nc(-c2ccccc2)nc(N2CCOCC2)c1C(C)=O
    4 | 6 | 23 | 0 | -4 | 98 | 95 | 96 | 96 | 86 | 96
CC(C)C[C@H](NC(=O)OC(C)(C)C)c1nnc(SCC(=O)Nc2ccc(Br)cc2)o1
    -5 | -9 | 13 | -4 | -13 | 101 | 95 | 104 | 102 | 104 | 102
S=C(c1ccc(Cl)cc1)N1CCN(Cc2ccccc2)CC1
    16 | -11 | 8 | 1 | · | 97 | 98 | 98 | 96 | 90 | 91
